Screening data (PubChem)
NFkB transloc pot – enhancers of NFkB p65 translocation in HUVEC – imaging, IL-1B stimulus, high-content imaging, primary screen | HUVEC IL-1B NFkB p65 nuclear translocation imaging | activation, % at 2 µM | 94,000 compounds, 0.3% hits | AID 819, 2007;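 active = activation above 40%, about the mean plus 3 SD, also judged a hit on visual image review; inconclusive = activation above 40% but not a hit on visual review; inactive = activation not above 40% and no visual hit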;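 note: percent activation is computed from the nuclear over cytoplasmic p65 intensity ratio; values of inactives mirror those of a sister screen read the other way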
MRP resist rev – reversal of MRP1-mediated doxorubicin resistance, primary screen, H69AR cells, doxorubicin co-treatment. differential viability (reversal), % at 10 µM. 85,000 compounds, 0.04% hits. H69AR cells + 2 uM doxorubicin, CellTiter-Glo, 72 h;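 active = viability drop by adding the cancer drug above about 55%, with treated viability meeting a 40% cutoff, limit read from the data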;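 note: viability without doxorubicin minus viability with 2 µM doxorubicin for each compound; larger differential means the compound sensitizes cells more to doxorubicin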
PLAP inhibitors HTS – PLAP enzyme inhibitors, biochemical, luminescence, HTS (AID 690); Alkaline phosphatase, placental type (Homo sapiens); purified PLAP, luminescent substrate; higher % means a stronger effect; inhibition, % at 20 µM; hits with a dose series show IC50 in µM; 96,000 compounds, 0.08% hits; in the data active = a potency from the dose series; inactive = the rest, 99 in 100 with inhibition below about 30%; note: strong numbers were not always called active
IL1B NFkB inh – inhibitors of IL-1B driven NFkB p65 nuclear import, primary screen, imaging, HUVEC, IL-1B stimulus, high-content imaging; HUVEC IL-1B NFkB p65 nuclear translocation imaging; inhibition, % at 2 µM; 94,000 compounds, 0.43% hits; AID 796, 2007;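 active = inhibition above about 30% together with a positive call from visual inspection of the well image, limit read from the data; inconclusive = inhibition above a set limit but visual check negative; inactive = inhibition not above a set limit, visual check negative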;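 note: nuclear over cytoplasmic p65 intensity ratio measured by imaging; 0% = IL-1B stimulated DMSO wells and 100% = unstimulated DMSO wells; values of inactives mirror those of a sister screen read the other way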
Bcl-B displacement – displacers of TR3 peptide from Bcl-B, primary screen, selectivity assay for Bfl-1 inhibitor project, biochemical, fluorescence polarization. Bcl-2-like protein 10 (Homo sapiens). FP displacement of FITC-TR3 peptide from Bcl-B; higher % means a stronger effect. displacement, % at 20 µM; hits with a dose series show IC50 in µM. 96,000 compounds, 0.11% hits;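 active = displacement above 50% at 20 µM plus a fluorescence interference ratio under 1.5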;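 note: plate controls were wells without compound for no effect and wells lacking Bcl-B protein for full effect; a part of the inactive calls stands beside numbers as strong as those of hits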
MRP resist rev cytotoxicity – second read-out of MRP resist rev, no call of its own (marks repeat the call); viability, %; H69AR cells, CellTiter-Glo, 72 h; measured here: cytotoxicity without doxorubicin
MRP resist rev with doxorubicin – recorded beside MRP resist rev, whose call it bears; viability, %; measured here: viability with 2 uM doxorubicin; stronger effect = lower value
IL1B NFkB inh cell count 2 µM – further read-out of IL1B NFkB inh, marked with its call; cell count; measured here: cells passing quality filter;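 raw number of nuclei counted in each imaged well without normalization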
NFkB transloc pot cell count 2 µM – also measured in NFkB transloc pot; calls as there; cell count; measured here: cells passing quality filter
* hit, by the source's call; ? = inconclusive; . = not tested or not shown.

SMILES	NFkB transloc pot	NFkB transloc pot cell count 2 µM	MRP resist rev	MRP resist rev cytotoxicity	MRP resist rev with doxorubicin	PLAP inhibitors HTS	IL1B NFkB inh	IL1B NFkB inh cell count 2 µM	Bcl-B displacement
CCOC(=O)C1CCCN(Cc2ccc3c(c2)OCO3)C1 (configuration not stated)	0.9	157	-0.6	95.0	95.6	.	-0.9	157	.
CCSc1nnc(NC(=O)CSc2nnc(Cc3cccn3C)n2-c2ccc(C)cc2)s1	-22.7	77	-25.3	70.2	95.4	7.2%	22.7	77	-9.4%
COc1ccc(NC(=O)Cn2nnc(-c3ccccc3F)n2)cc1	23.8	137	-18.0	84.7	102.7	16.9%	-23.8	137	-10.2%
COC(=O)C1=C(C(=O)c2ccc(C)cc2)C(c2ccc(O)c(OC)c2)n2nnnc2N1 (configuration not stated)	-16.0	55	-0.9	81.9	82.8	5.0%	16.0	55	-1.2%
Cc1nn(Cc2ccc(C(=O)NC3CCCCC3)o2)c(C)c1Br	8.4	126	17.8	94.5	76.7	-42.6%	-8.4	126	-11.3%
CN(c1ccccc1)S(=O)(=O)c1cc(C(=O)N2CCN(c3ccccn3)CC2)ccc1Cl	-13.5	47	-13.1	70.8	83.9	-46.7%	13.5	47	-5.0%
Cc1ccc(CNC(=O)CN(C)S(=O)(=O)c2cccc3cccnc23)cc1	4.4	169	-14.1	97.7	111.9	-53.1%	-4.4	169	5.5%
O=[N+]([O-])c1ccc(-n2nncc2-c2ccc(Cl)cc2)cc1	-7.3	197	.	.	.	19.6%	7.3	197	1.5%
C=CCSc1nnc(-c2cc3c(s2)-c2ccccc2CC3)o1	15.2	160	.	.	.	-31.3%	-15.2	160	-2.3%
COc1ccccc1CNC(=O)c1ccccc1N(C)S(C)(=O)=O	2.0	162	2.4	104.2	101.8	-0.7%	-2.0	162	9.1%
CN(c1ccccc1)S(=O)(=O)c1ccc(NC(=O)c2ccc(-c3ccccc3)cc2)cc1	-1.2	125	.	.	.	15.9%	1.2	125	-4.8%
CC1=NN(C(=O)Cc2ccccc2)C(O)(c2cccnc2)C1 (configuration not stated)	4.9	126	.	.	.	-49.5%	-4.9	126	-2.8%
Cc1ccccc1C(=O)O/N=C(\N)c1cccc([N+](=O)[O-])c1	-2.9	135	.	.	.	26.2%	2.9	135	-4.6%
CCOc1ccc(N2C(=O)CC(N3CCN(c4ccc(C(=O)c5ccncc5)cc4)CC3)C2=O)cc1 (configuration not stated)	2.0	156	9.5	96.9	87.5	.	-2.0	156	.
O=C(CCCn1nnc(-c2cccnc2)n1)c1ccc(F)cc1	.	.	14.8	94.0	79.3	-18.7%	.	.	-0.5%
O=C(c1cccc(Cl)c1)N1CCCC(c2ccc(Cl)cc2)=N1	3.0	131	.	.	.	-6.4%	-3.0	131	-17.3%
CCCc1cc(=O)oc2cc(C)cc(O)c12	10.2	68	-6.1	76.8	82.9	4.5%	-10.3	68	1.9%
COc1cccc(CNC2CCCC2)c1	.	.	25.0	92.3	67.3	11.6%	.	.	2.0%
Cn1c(=O)n(CC(=O)Nc2cccnc2)c2ccccc21	24.9	143	.	.	.	.	-24.9	143	.
CCC(Sc1ncccc1C(=O)OC(C)C)C(=O)NCc1ccco1 (configuration not stated)	25.6	70	17.3	102.3	85.0	9.0%	-25.6	70	1.7%
S=C(NCCSCc1ccc(Cl)c(Cl)c1)Nc1ccccc1	15.0	185	.	.	.	.	-15.0	185	.
COc1ccccc1CN(Cc1cc2cc(C)ccc2[nH]c1=O)Cc1nnnn1Cc1ccco1	-6.7	126	-20.9	37.7	58.6	-59.9%	6.7	126	-135.4%
CCn1c(SCC(=O)Nc2cccc(NC(=O)c3cccs3)c2)nnc1-c1ccncc1	41.5*	116*	12.5	81.5	69.1	-16.1%	-41.5	116	-10.3%
O=C(Nc1nc2c(Cl)ccc(Cl)c2s1)c1ccco1	13.6	180	-3.4	65.5	68.9	-10.9%	-13.6	180	-16.1%
Cc1cccc(C)c1N1C(=O)c2ccccc2C1=O	0.4	130	13.6	94.3	80.7	12.9%	-0.4	130	3.2%
COc1ccc2c(c1)SCC(=O)N2C	5.2	177	-4.2	88.5	92.8	.	-5.2	177	.
CC1CCCCC1NC(=O)c1ccc(CNc2c(N3CCCC3)c(=O)c2=O)cc1 (configuration not stated)	.	.	-1.8	92.0	93.8	11.5%	.	.	-1.0%
O=C(CSc1nc2cc(Cl)ccc2s1)NC(=O)NCc1ccco1	.	.	7.2	92.3	85.0	-2.6%	.	.	-18.8%
Cn1cc(Cl)c(C(=O)N(Cc2ccccc2)c2ccccn2)n1	.	.	16.6	92.3	75.7	-28.4%	.	.	0.8%
CC(C)[C@H](NC(=O)NCc1ccco1)C(=O)O	16.7	133	2.8	103.8	101.1	13.9%	-16.7	133	-2.0%
O=C(CN1CCOCC1)Nc1ccc(S(=O)(=O)N2CCCCCC2)cc1	-16.1	70	.	.	.	-12.1%	16.1	70	-8.6%
C=CCNC(=S)NNC(=O)c1cccc2ccccc12	3.4	125	.	.	.	-39.4%	-3.4	125	1.8%
COCc1nc(-c2cc(OC)c(OC)c(OC)c2)no1	.	.	13.0	89.0	76.1	-13.2%	.	.	0.9%
CCCOc1ccc(Cn2cnc3ccccc32)cc1	3.0	143	16.6	84.8	68.2	11.6%	-3.0	143	2.1%
CCOC(=O)c1c(C)oc(NC(=O)COc2ccc(Cl)cc2C)c1C#N	-0.3	111	-15.2	70.2	85.4	-39.4%	0.3	111	-18.6%
CCOc1ccc(N2C(=O)CC(N3CC(C)OC(C)C3)C2=O)cc1 (configuration not stated)	.	.	9.9	97.4	87.5	-32.3%	.	.	0.0%
CCOC(=O)CN(C(=O)CN1CCOCC1)c1ccc(Br)cc1	-5.5	91	17.1	101.7	84.5	-47.1%	5.5	91	-11.4%
COc1ccccc1NC(=O)c1ccc(NC(=O)CSc2nnnn2C)cc1	-3.1	193	-1.5	2.2	3.8	10.6%	3.1	193	0.0%
CCOc1ccccc1N1CCN(S(=O)(=O)c2cccs2)CC1	-0.3	67	39.3	82.0	42.6	-15.5%	0.3	67	1.3%
Clc1ccc(-c2n[nH]c3c2CCC3)c(Cl)c1	.	.	1.3	103.1	101.8	-11.9%	.	.	-7.2%
Nn1c(SCC(=O)NC2CCCc3ccccc32)nnc1-c1cccs1 (configuration not stated)	-10.2	194	-4.1	89.8	93.9	10.9%	10.2	194	-14.5%
CC1Cc2ccccc2N1C(=O)COC(=O)c1ccc(S(=O)(=O)N(C)C)cc1 (configuration not stated)	0.9	147	5.1	99.7	94.6	7.6%	-0.9	147	-3.8%
CCNC(=S)NNC(=O)c1cc(-c2cccc(OCC)c2)nc2ccccc12	4.1	169	.	.	.	-169.5%	-4.1	169	0.8%
Cc1cc(C)c(S(C)(=O)=O)c(Oc2cccc(Cl)c2)n1	.	.	.	.	.	16.4%	.	.	-0.3%
COC(=O)c1cn[nH]c1NC(=S)Nc1ccc(C)cc1Cl	10.6	162	11.1	96.9	85.8	-10.0%	-10.6	162	3.8%
O=C(Nc1nnc(C2CC2)s1)c1cccc(S(=O)(=O)N2CC(c3ccccc3)CC2=O)c1 (configuration not stated)	2.9	77	3.0	92.1	89.0	4.1%	-2.9	77	17.5%
Cc1cccc(-c2nc(CS(=O)CC(=O)NCCCSC3CCCCC3)c(C)o2)c1 (configuration not stated)	-3.9	134	-10.8	79.5	90.3	-47.3%	3.9	134	-5.5%
COc1ccc(N2CCN(C(=O)CNC(=O)Cn3c(C)cc4ccccc4c3=O)CC2)cc1	-1.4	103	-4.3	94.5	98.8	7.1%	1.4	103	2.3%
O=C(NC(=S)Nc1ccc(Oc2ccccc2)cc1)c1ccc(Cl)cc1	1.1	161	.	.	.	20.3%	-1.1	161	6.4%
Cc1cc(N2CCN(C)CC2)nc2ccc(NC(=O)CCC(=O)NCc3ccco3)cc12	-4.8	101	25.2	85.1	59.9	-49.0%	4.8	101	15.6%
Additional entries
SMILES	NFkB transloc pot	NFkB transloc pot cell count 2 µM	MRP resist rev	MRP resist rev cytotoxicity	MRP resist rev with doxorubicin	PLAP inhibitors HTS	IL1B NFkB inh	IL1B NFkB inh cell count 2 µM	Bcl-B displacement
Cc1ccc(-c2noc(CCCC(=O)Nc3cccnc3)n2)cc1	.	.	9.4	107.4	98.0	-4.0%	.	.	1.8%
COC(=O)c1cn(NC(=O)c2cc(OC)c(OC)c(OC)c2)c(=O)c2ccccc12	-9.3	165	7.8	18.5	10.7	3.7%	9.3	165	-0.8%
Cc1cccc(N(CC(=O)NCc2ccccc2)C(=O)Cn2nnc(-c3ccc(C)o3)n2)c1	2.1	152	-4.5	92.1	96.5	6.4%	-2.1	152	-17.4%
CCC1CCCCN1C(=O)N[C@@H](CCSC)C(=O)OC (some centres not stated)	24.0	136	10.9	95.5	84.6	-20.3%	-24.0	136	-2.1%
CSc1nc2nc(C(F)(F)F)cc(-c3ccccc3)n2n1	10.7	195	-5.7	78.7	84.4	26.7%	-10.7	195	-0.7%
O=C(O)[C@H]1CCCC[C@H]1C(=O)NCCNC(=O)[C@@H]1CCCC[C@@H]1C(=O)O	9.1	51	14.9	109.2	94.3	-11.4%	-9.1	51	-6.7%
CCOC(=O)C(C(=O)OCC)N(C#N)c1nc(SC)nc(N(C)C)n1	?	.	-20.1	57.9	78.0	-9.3%	-53.7	143	5.9%
Cc1cc(C(=O)Nc2sc(C)c(C)c2C#N)c(C)o1	3.9	93	5.7	74.2	68.5	18.3%	-3.9	93	-12.4%
O=C(Cn1cc(/C=N/NC(=O)c2cccc(C(F)(F)F)c2)c2ccccc21)Nc1ccc(F)cc1	2.7	138	.	.	.	5.0%	-2.7	138	-1.5%
O=C(Nc1ccccc1Cl)NC1(C(=O)NCCCN2CCOCC2)CCCCC1	-7.3	122	2.6	87.8	85.2	-10.1%	7.3	122	5.1%
CC(C)CC(=O)NC1(C(F)(F)F)C(=O)N(Cc2ccccc2)C2=C1C(=O)CC(C)(C)C2 (configuration not stated)	-32.8	89	-7.9	96.3	104.2	-21.3%	32.8*	89*	17.0%
O=C(Cc1ccccc1)NCCCc1ccccc1	-1.2	209	11.7	99.1	87.4	-6.7%	1.2	209	-5.2%
O=C(O)c1ccc(S(=O)(=O)c2ccccc2)cc1	-8.3	135	2.1	106.0	103.9	-2.2%	8.3	135	-7.4%
COc1ccc(OC)c(NC(=O)Nc2ccccc2C)c1	12.4	115	13.3	92.9	79.6	10.5%	-12.4	115	1.7%
COc1ccc(CNC(=O)c2cc(C3CC3)on2)cc1	-10.3	185	3.1	103.0	99.9	14.5%	10.3	185	-8.5%
O=C1CC(N2CCOCC2)C(=O)N1c1cc(Cl)cc(Cl)c1 (configuration not stated)	.	.	-15.3	74.5	89.8	-36.4%	.	.	-20.1%
CN(C(=O)c1ccncc1)c1nnc(-c2ccncc2)s1	.	.	.	.	.	-16.4%	.	.	-5.7%
O=C1C2CCCN2c2ccc(S(=O)(=O)N3CCOCC3)cc2N1Cc1cccc(C(F)(F)F)c1 (configuration not stated)	3.5	167	.	.	.	-14.4%	-3.5	167	-65.4%
COC(=O)CN1C(=O)Nc2ccc(Br)cc2C1c1ccccc1 (configuration not stated)	13.4	116	3.3	87.0	83.7	.	-13.4	116	.
N#Cc1cn(-c2ccccc2)nc1-c1ccco1	-9.9	172	-2.9	65.2	68.1	15.6%	9.9	172	-0.4%

3 compounds from above, ordered by the number in PLAP inhibitors HTS, low to high.
canonical_smiles	NFkB transloc pot	NFkB transloc pot cell count 2 µM	PLAP inhibitors HTS	Bcl-B displacement
CC(C)CC(=O)NC1(C(F)(F)F)C(=O)N(Cc2ccccc2)C2=C1C(=O)CC(C)(C)C2 (configuration not stated)	-32.8	89	-21.3%	17.0%
O=C(Cc1ccccc1)NCCCc1ccccc1	-1.2	209	-6.7%	-5.2%
O=C(O)c1ccc(S(=O)(=O)c2ccccc2)cc1	-8.3	135	-2.2%	-7.4%

Only part of the results is shown; the hit share may differ from the screen's.
